Screens: PubChem, several laboratories
AHR act: AHR activators, primary screen, cell-based, luminescence, luciferase reporter, human; Aryl hydrocarbon receptor (Homo sapiens), P35869; AHR-responsive luciferase reporter cells; activation, % at 5 µM; 320,000 tested, 2.5% active; AID 2796, 2010; in the data active = activation above about 47%;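 note: 0% = vehicle wells and 100% = reference agonist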
Target sequence (P35869 whole entry, looked up): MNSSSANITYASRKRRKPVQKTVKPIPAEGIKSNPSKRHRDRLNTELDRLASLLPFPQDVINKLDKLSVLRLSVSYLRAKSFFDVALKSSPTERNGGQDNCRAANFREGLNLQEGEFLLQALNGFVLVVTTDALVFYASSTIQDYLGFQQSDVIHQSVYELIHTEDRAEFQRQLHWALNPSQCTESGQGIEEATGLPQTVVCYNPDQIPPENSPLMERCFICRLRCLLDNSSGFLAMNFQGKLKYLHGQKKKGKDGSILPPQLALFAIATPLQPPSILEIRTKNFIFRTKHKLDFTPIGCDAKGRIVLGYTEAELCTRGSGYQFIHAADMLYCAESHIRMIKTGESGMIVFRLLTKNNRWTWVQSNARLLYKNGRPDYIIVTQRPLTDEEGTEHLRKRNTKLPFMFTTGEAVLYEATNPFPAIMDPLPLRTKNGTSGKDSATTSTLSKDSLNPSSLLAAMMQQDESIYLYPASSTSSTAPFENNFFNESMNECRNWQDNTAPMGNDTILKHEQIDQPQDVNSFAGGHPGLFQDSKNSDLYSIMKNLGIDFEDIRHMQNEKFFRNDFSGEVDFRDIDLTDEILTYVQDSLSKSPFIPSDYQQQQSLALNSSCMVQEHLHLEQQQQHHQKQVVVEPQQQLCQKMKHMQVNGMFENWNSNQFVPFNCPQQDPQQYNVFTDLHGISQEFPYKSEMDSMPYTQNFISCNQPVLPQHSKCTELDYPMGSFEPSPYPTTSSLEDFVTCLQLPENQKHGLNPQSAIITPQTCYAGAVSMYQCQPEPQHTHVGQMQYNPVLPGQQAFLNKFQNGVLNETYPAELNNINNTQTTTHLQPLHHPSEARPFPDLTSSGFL
Efflux pump inh: inhibitors of Candida efflux pumps in yeast, primary screen, S. cerevisiae, Nile Red, multiplex. 330,000 tested, 0.44% active. S. cerevisiae Candida pump triplex. inhibition, % at 10 µM;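 active = plate passing quality check with inhibition over a set limit, or well fluorescence over plate mean plus 4 SD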;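 note: Nile Red retained in pooled yeast measured as flow cytometry median fluorescence; 0% = buffer negative control and 100% = Enniatin B positive control; higher means more Nile Red kept so more efflux inhibition; some compounds called inactive have numbers as strong as hits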
RPL19A-GFP yeast: RPL19A-GFP expression modulators in yeast, primary screen, cell-based, S. cerevisiae, multiplex flow cytometry, MLPCN. AID 2025, 2009. percent response vs DMSO, % at 10 µM. 330,000 tested, 0.3% active. S. cerevisiae RPL19A-GFP strain, 3 h; active compounds read low;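 active = percent response vs DMSO below 50%; inconclusive = fewer than 70 events counted for the yeast strain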;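 note: median channel GFP fluorescence of the barcoded RPL19A-GFP strain; ratio of sample median GFP to plate DMSO average so 100% = DMSO; lower means less RPL19A-GFP as with rapamycin TOR inhibition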
AGP1 TOR yeast: modulators of AGP1-GFP expression in yeast TOR pathway, primary screen, cell-based, multiplex flow cytometry, S. cerevisiae, MLPCN library | 3 h; GFP as percent of DMSO wells | GFP response vs DMSO, % at 10 µM | 320,000 tested, 0.02% active;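 active = GFP response relative to DMSO above a set limit, near screen average plus 3 SD, cut at about 150% in these data; inconclusive = fewer than 70 cells counted for the yeast strain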;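 note: median GFP channel fluorescence of the gated AGP1 strain per well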
CR mimetic SO: reduction of superoxide in aged yeast, primary screen, HTS. superoxide response (% of plate mean), % at 10 µM. S. cerevisiae aged cells, superoxide DHE fluorescence; active compounds read low. AID 2690, 2010. 330,000 tested, 0.18% active;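 active = superoxide response under a set limit, about three screen SD below normal, cut at about 65% in these data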;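 note: yeast aged for seven days with compound at 30 °C before DHE staining; 100% = average MFI of all compound-treated wells on the plate with controls excluded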
MEP2-GFP yeast: modulators of MEP2-GFP levels in yeast, primary screen, S. cerevisiae, multiplex flow cytometry, MLPCN library; S. cerevisiae MEP2-GFP strain, 3 h; 100% = DMSO control level; GFP response vs DMSO, % at 10 µM; 330,000 tested, 0.51% active;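 active = GFP response versus DMSO above a set limit, roughly screen mean plus 3 SD, cut at about 180% in these data; inconclusive = fewer than 70 cells counted for a yeast strain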;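 note: median GFP fluorescence of the barcode-gated MEP2-GFP cells per well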
LAP4-GFP MLPCN: modulators of LAP4-GFP expression in yeast, primary screen, S. cerevisiae, multiplex flow cytometry, MLPCN library; 3 h; median GFP as percent of DMSO wells; GFP response vs DMSO, % at 10 µM; 320,000 tested, 0.34% active; AID 2023, 2009;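 active = GFP response vs DMSO above a set limit, about the screen mean plus 3 SD, cut at about 150% in these data; inconclusive = under 70 cell events counted for the yeast strain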
CIT2 TOR yeast: modulators of CIT2-GFP expression in yeast, primary screen, S. cerevisiae, GFP fusion, multiplex flow cytometry, MLPCN library | S. cerevisiae CIT2-GFP strain, 3 h; 100 means same as DMSO wells | 320,000 tested, 0.065% active | GFP response vs DMSO, % at 10 µM | AID 2029, 2009;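 active = GFP response relative to DMSO above a set limit, near the screen mean plus 3 SD, cut at about 150% in these data; inconclusive = Fewer than 70 cells measured for a yeast strain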;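 note: ratio of well median GFP fluorescence to mean of DMSO wells on the plate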
Numbers without * were called inactive.

Screening Cc1ccccc1NC(=O)Nc1ccc2c(c1)CCC2 returned AHR act 4.5, Efflux pump inh 0.1, RPL19A-GFP yeast 103.6, AGP1 TOR yeast 96.1, CR mimetic SO 89.8, MEP2-GFP yeast 98.6, LAP4-GFP MLPCN 78.2 and CIT2 TOR yeast 98.1.
CCc1ccc(NC(=O)CNC(=O)[C@@H]2Cc3ccccc3CN2C(=O)OC(C)(C)C)cc1 was read as AHR act 8.2, Efflux pump inh 0.1, RPL19A-GFP yeast 98.6, AGP1 TOR yeast 100.3, CR mimetic SO 107.9, MEP2-GFP yeast 100.0, LAP4-GFP MLPCN 96.4 and CIT2 TOR yeast 97.7.
Screening COC(=O)c1cc2sccc2n1CC(=O)Nc1cccc(SC)c1 returned AHR act 2.1, Efflux pump inh 0.0, RPL19A-GFP yeast 97.2, AGP1 TOR yeast 98.2, CR mimetic SO 95.3, MEP2-GFP yeast 107.9, LAP4-GFP MLPCN 106.3 and CIT2 TOR yeast 94.0.
Screening CCC1CCCCN1C(=O)Cn1nc([N+](=O)[O-])c(Cl)c1C (configuration not stated) returned AHR act 2.1, Efflux pump inh -0.1, RPL19A-GFP yeast 103.7, AGP1 TOR yeast 97.6, CR mimetic SO 103.2, MEP2-GFP yeast 104.3, LAP4-GFP MLPCN 91.0 and CIT2 TOR yeast 106.9.
COc1ccc(N2CCN(c3ncnc4scc(-c5ccccc5)c34)CC2)cc1 was read as AHR act 2.1, Efflux pump inh 0.1, RPL19A-GFP yeast 101.7, AGP1 TOR yeast 93.9, CR mimetic SO 84.6, MEP2-GFP yeast 99.9, LAP4-GFP MLPCN 111.3 and CIT2 TOR yeast 99.6.
`Cc1ccc(NC(=O)CSc2nnc(N)s2)cc1S(=O)(=O)N1CCOCC1` gave AHR act -1.9, Efflux pump inh -0.1, RPL19A-GFP yeast 103.6, AGP1 TOR yeast 110.0, CR mimetic SO 100.8, MEP2-GFP yeast 102.1, LAP4-GFP MLPCN 106.5 and CIT2 TOR yeast 96.9.
CC(C)(C)NC(=O)NC(=O)CSc1ncc(C(F)(F)F)cc1Cl was read as AHR act 1.7, Efflux pump inh 0.8, RPL19A-GFP yeast inconclusive, AGP1 TOR yeast inconclusive, CR mimetic SO 97.9, MEP2-GFP yeast inconclusive, LAP4-GFP MLPCN inconclusive and CIT2 TOR yeast inconclusive.
Screening COc1ccc(-c2noc(CSc3nc4sc(C)c(C)c4c(=O)n3-c3ccccc3)n2)cc1OC returned AHR act 1.3, Efflux pump inh 0.2, RPL19A-GFP yeast 107.2, AGP1 TOR yeast 109.4, CR mimetic SO 113.5, MEP2-GFP yeast 110.5, LAP4-GFP MLPCN 112.2 and CIT2 TOR yeast 111.2.
CC(NS(=O)(=O)c1ccccc1)c1n[nH]c(=S)n1-c1ccccc1 (configuration not stated) was read as AHR act 2.3, Efflux pump inh -0.1, RPL19A-GFP yeast 97.7, AGP1 TOR yeast 100.3, CR mimetic SO 102.5, MEP2-GFP yeast 100.8, LAP4-GFP MLPCN 94.3 and CIT2 TOR yeast 103.3.
For COc1ccc(-c2cc(-c3ccc(F)cc3)nc(N3CCN(C)CC3)n2)cc1 the results were AHR act 3.6, Efflux pump inh 0.3, RPL19A-GFP yeast 98.8, AGP1 TOR yeast 94.9, CR mimetic SO 79.2, MEP2-GFP yeast 101.9, LAP4-GFP MLPCN 98.4 and CIT2 TOR yeast 96.8.
COc1ccc(CC(=O)N/N=C/c2sccc2C)cc1 was read as AHR act 3.5, Efflux pump inh 0.1, RPL19A-GFP yeast 102.2, AGP1 TOR yeast 100.7, CR mimetic SO 105.4, MEP2-GFP yeast 111.3, LAP4-GFP MLPCN 93.8 and CIT2 TOR yeast 100.9.
For CN(C)C(CNC(=O)CN1C(=O)NC2(CCCC2)C1=O)c1ccccc1 (configuration not stated) the results were AHR act -1.4, Efflux pump inh 0.0, RPL19A-GFP yeast 95.8, AGP1 TOR yeast 97.3, CR mimetic SO 105.3, MEP2-GFP yeast 100.6, LAP4-GFP MLPCN 97.8 and CIT2 TOR yeast 93.1.
For COc1ccc(CCN2C(=O)NC(NS(=O)(=O)c3ccc(NC(C)=O)cc3)(C(F)(F)F)C2=O)cc1OC (configuration not stated) the results were AHR act -0.4, Efflux pump inh 0.2, RPL19A-GFP yeast 103.2, AGP1 TOR yeast 103.7, CR mimetic SO 108.4, MEP2-GFP yeast 102.2, LAP4-GFP MLPCN 110.1 and CIT2 TOR yeast 99.0.
O=C1N=C(N2CCCC2C(=O)O)S/C1=C\c1ccco1 (configuration not stated) was read as AHR act -0.3, Efflux pump inh 0.3, RPL19A-GFP yeast 95.5, AGP1 TOR yeast 101.1, CR mimetic SO 109.2, MEP2-GFP yeast 94.8, LAP4-GFP MLPCN 100.7 and CIT2 TOR yeast 93.5.
COc1ccc(C(=O)Nc2ccc3[nH]ccc3c2)cc1 was read as AHR act -7.2, Efflux pump inh 0.3, RPL19A-GFP yeast 91.5, AGP1 TOR yeast 97.1, CR mimetic SO 99.7, MEP2-GFP yeast 99.6, LAP4-GFP MLPCN 110.3 and CIT2 TOR yeast 96.1.
`O=C(Nc1cnc2ccccc2c1)N1CCCCC1` gave AHR act 15.4, Efflux pump inh -0.3, RPL19A-GFP yeast 97.5, AGP1 TOR yeast 95.6, CR mimetic SO 94.4, MEP2-GFP yeast 98.9, LAP4-GFP MLPCN 98.1 and CIT2 TOR yeast 101.7.
For CCCNC(=O)NS(=O)(=O)c1cnccc1Sc1ccc(Cl)c(Cl)c1 the results were AHR act 0.8, Efflux pump inh 0.2, RPL19A-GFP yeast 100.6, AGP1 TOR yeast 100.2, CR mimetic SO 127.7, MEP2-GFP yeast 102.8, LAP4-GFP MLPCN 99.6 and CIT2 TOR yeast 95.6.
CC(=O)Oc1ccc2c(c1)C(=O)c1ccccc1CO2 was read as AHR act 0.6, Efflux pump inh 0.2, RPL19A-GFP yeast 99.8, AGP1 TOR yeast 94.4, CR mimetic SO 96.2, MEP2-GFP yeast 91.3, LAP4-GFP MLPCN 103.4 and CIT2 TOR yeast 92.1.
`O=C(Nc1ccccc1C(F)(F)F)NC1CCCCCCC1` gave AHR act 4.0, Efflux pump inh -0.1, RPL19A-GFP yeast 98.3, AGP1 TOR yeast 112.0, CR mimetic SO 100.9, MEP2-GFP yeast 105.1, LAP4-GFP MLPCN 100.9 and CIT2 TOR yeast 98.4.
Screening O=C(CC(=O)Nc1ccccc1)Nc1ccccc1 returned AHR act 11.2, Efflux pump inh 0.1, RPL19A-GFP yeast 97.5, AGP1 TOR yeast 98.6, CR mimetic SO 94.5, MEP2-GFP yeast 94.6, LAP4-GFP MLPCN 92.6 and CIT2 TOR yeast 92.5.
Screening CC(NC(=O)NC(=O)c1ccc(Cl)cc1)c1ccccc1 (configuration not stated) returned AHR act -2.4, Efflux pump inh 0.4, RPL19A-GFP yeast 105.0, AGP1 TOR yeast 104.4, CR mimetic SO 105.0, MEP2-GFP yeast 97.5, LAP4-GFP MLPCN 108.8 and CIT2 TOR yeast 97.4.
Screening CC1Cc2ccccc2N1C1=NS(=O)(=O)c2ccccc21 (configuration not stated) returned AHR act 3.9, Efflux pump inh -0.1, RPL19A-GFP yeast 96.2, AGP1 TOR yeast 93.2, CR mimetic SO 91.1, MEP2-GFP yeast 96.0, LAP4-GFP MLPCN 89.4 and CIT2 TOR yeast 101.0.
For Cc1ccc(-c2nc(C#N)c(NCC3CCCO3)o2)cc1 (configuration not stated) the results were AHR act 62.9*, Efflux pump inh 0.1, RPL19A-GFP yeast 95.6, AGP1 TOR yeast 92.8, CR mimetic SO 91.9, MEP2-GFP yeast 103.2, LAP4-GFP MLPCN 95.1 and CIT2 TOR yeast 100.0.
For CC(=O)c1c(C)[nH]c(C(=O)Nc2cccc(S(=O)(=O)N(C)C)c2)c1C the results were AHR act 39.5, Efflux pump inh -0.1, RPL19A-GFP yeast 99.7, AGP1 TOR yeast 101.8, CR mimetic SO 114.5, MEP2-GFP yeast 100.0, LAP4-GFP MLPCN 106.2 and CIT2 TOR yeast 103.5.
`Cc1ccc(-n2nc(C)c(NC(=O)COC(=O)c3ccccc3NCCO)c2C)cc1` gave AHR act 5.3, Efflux pump inh 0.1, RPL19A-GFP yeast 99.8, AGP1 TOR yeast 104.1, CR mimetic SO 100.2, MEP2-GFP yeast 99.7, LAP4-GFP MLPCN 98.4 and CIT2 TOR yeast 97.4.
Screening CCOC(=O)c1cnc2c(OC)cccc2c1Nc1ccc2c(c1)OCCO2 returned AHR act 2.1, Efflux pump inh 0.5, RPL19A-GFP yeast 99.6, AGP1 TOR yeast 91.2, CR mimetic SO 57.4*, MEP2-GFP yeast 99.8, LAP4-GFP MLPCN 95.8 and CIT2 TOR yeast 91.0.
Screening COc1cccc(C(=O)/C=C/Nc2cccc(O)c2)c1 returned AHR act 3.8, Efflux pump inh 0.1, RPL19A-GFP yeast 111.7, AGP1 TOR yeast 105.2, CR mimetic SO 109.0, MEP2-GFP yeast 110.7, LAP4-GFP MLPCN 106.4 and CIT2 TOR yeast 100.8.
O=S(=O)(NCC1CCCO1)c1ccc(S(=O)(=O)N2CCc3ccccc3C2)cc1 (configuration not stated) was read as AHR act -3.0, Efflux pump inh 0.1, RPL19A-GFP yeast 96.8, AGP1 TOR yeast 94.1, CR mimetic SO 87.8, MEP2-GFP yeast 97.1, LAP4-GFP MLPCN 96.4 and CIT2 TOR yeast 93.3.
For O=C1NC[C@@H](Cc2cccc3ccccc23)N(CCCCC2CCCCC2)C1=O the results were AHR act 1.5, Efflux pump inh -0.1, RPL19A-GFP yeast 95.8, AGP1 TOR yeast 103.7, CR mimetic SO 95.9, MEP2-GFP yeast 103.7, LAP4-GFP MLPCN 94.0 and CIT2 TOR yeast 103.5.
For COc1ccc(CN2CC(=O)N(c3cc(Cl)ccc3C)C2=S)cc1OC the results were AHR act 2.1, Efflux pump inh 0.0, RPL19A-GFP yeast 104.9, AGP1 TOR yeast 100.6, CR mimetic SO 120.9, MEP2-GFP yeast 102.3, LAP4-GFP MLPCN 89.9 and CIT2 TOR yeast 103.8.
Screening CCOC(=O)C1=CN(c2cccc(F)c2)C=C(C(=O)OCC)C1c1cc(OC)c(O)c([N+](=O)[O-])c1 returned AHR act -0.7, Efflux pump inh -0.1, RPL19A-GFP yeast 96.0, AGP1 TOR yeast 97.9, CR mimetic SO 94.3, MEP2-GFP yeast 95.3, LAP4-GFP MLPCN 91.5 and CIT2 TOR yeast 99.9.
O=C(O)CC(CC(=O)Nc1ccc(-c2ccccc2)cc1)c1ccccc1 (configuration not stated) was read as AHR act 0.9, Efflux pump inh 0.2, RPL19A-GFP yeast 93.8, AGP1 TOR yeast 109.4, CR mimetic SO 110.4, MEP2-GFP yeast 99.8, LAP4-GFP MLPCN 116.8 and CIT2 TOR yeast 105.0.
C(=C\c1ccncc1)/c1ccccc1 was read as AHR act -1.3, Efflux pump inh -0.2, RPL19A-GFP yeast 98.8, AGP1 TOR yeast 99.0, CR mimetic SO 94.4, MEP2-GFP yeast 102.3, LAP4-GFP MLPCN 113.2 and CIT2 TOR yeast 94.8.
